Assay outcomes from PubChem.
APJ ag – activates the human apelin receptor APJ; P35414; activation, % at 20 µM; AID 2520; hit rate 0.11% among 330,000; CHO-K1 APJ PathHunter beta-arrestin, luminescence; 0% DMSO wells, 100% apelin;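 active = activation more than six SD over the plate average, tested at 20 µM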;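 also: 0% = DMSO alone and 100% = apelin-13 at 10 nM; some results filed as inactive read as strong as hits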
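system = engineered CHO-K1 APJ arrestin reporter cells | input = 1000 cells per well | timing = overnight seeding, 90 min compound at 25 °C, 1 h detection | measured by = enzyme-fragment complementation luminescence | read-out = beta-arrestin recruitment to APJ as agonist activity, luminescent signal | control set = negative DMSO alone, positive Apelin-13 at 10 nM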
UBC13 polyUb – human UBC13 polyubiquitination inhibition; hit rate 0.47% among 330,000; inhibition, % at 20 µM; AID 485273; UBC13 polyubiquitin chain formation, TR-FRET; P61088; in the data active = inhibition above about 45%, passing the limit was not always enough
Target sequence (P61088 whole entry, looked up): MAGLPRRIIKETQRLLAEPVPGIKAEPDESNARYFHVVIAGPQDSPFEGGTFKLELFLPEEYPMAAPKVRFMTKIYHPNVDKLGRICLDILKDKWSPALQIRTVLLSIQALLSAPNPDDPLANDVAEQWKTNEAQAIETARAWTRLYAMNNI
EBI2 block – blocks human EBI2 receptor beta-arrestin signaling | P32249 | EBI2 beta-arrestin recruitment, luminescence, 7a,25-OHC stimulated | inhibition, % at 5 µM | hit rate 0.81% among 360,000 | AID 651636; in the data active = inhibition above about 38%;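 also: enzyme fragment complementation signal reports receptor beta-arrestin coupling in cells; 0% = agonist plus DMSO wells and 100% = wells without agonist; some results beyond the cut were filed as inactive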
Target sequence (P32249 whole entry, looked up, the tested form may be a part): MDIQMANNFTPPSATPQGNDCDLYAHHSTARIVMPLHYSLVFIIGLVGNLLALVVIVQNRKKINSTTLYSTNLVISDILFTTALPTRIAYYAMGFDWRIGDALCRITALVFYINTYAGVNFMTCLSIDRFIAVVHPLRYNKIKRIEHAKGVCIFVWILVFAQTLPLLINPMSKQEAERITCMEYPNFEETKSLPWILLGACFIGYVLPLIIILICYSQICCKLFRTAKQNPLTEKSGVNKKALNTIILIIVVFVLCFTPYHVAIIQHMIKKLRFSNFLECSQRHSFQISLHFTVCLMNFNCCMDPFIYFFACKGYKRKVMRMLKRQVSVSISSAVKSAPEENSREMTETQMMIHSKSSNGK
CXCR6 block – inhibitors of human CXCR6 receptor; hit rate 0.36% among 360,000; CHO-K1 PathHunter CXCR6 beta-arrestin, luminescence; inhibition, % at 20 µM; in the data active = inhibition above about 34%, passing the limit was not always enough;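 also: antagonist mode with CXCL16 agonist at 10 nM final; 0% = 10 nM CXCL16 with DMSO and 100% = unstimulated wells without agonist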
Gli-Sufu block – antagonists of Gli-Sufu signaling; inhibition, % at 5 µM; AID 588413; hit rate 0.74% among 340,000; Sufu-KO-LIGHT fibroblasts, Gli luciferase reporter luminescence;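 active = inhibition above about 55%, limit read from the data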;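 also: 0% = DMSO-treated cells and 100% = wells with medium but no cells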
APJ antagonist – APJ receptor antagonism; CHO-K1 APJ beta-arrestin complementation, luminescence; inhibition, % at 20 µM; P35414; hit rate 0.32% among 330,000;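 active = inhibition above about 40% at 20 µM, limit read from the data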;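 also: cells challenged with 10 nM apelin-13 agonist together with compound; plate controls were apelin-13 plus DMSO wells for no effect and DMSO wells lacking apelin-13 for full effect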
CCR6 antagonist – antagonists of human CCR6 receptor; CHO-K1 CCR6 PathHunter beta-arrestin, luminescence, CCL20-stimulated; inhibition, % at 20 µM; hit rate 0.49% among 340,000; AID 493098;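 active = compounds whose inhibition of the agonist-driven luminescence signal at 20 µM reaches about 50%, limit read from the data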;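 also: cells stimulated with CCL20 at 14 nM final; plate controls were DMSO with CCL20 for no effect and DMSO without agonist for full effect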
Target sequence (P51684 whole entry, looked up): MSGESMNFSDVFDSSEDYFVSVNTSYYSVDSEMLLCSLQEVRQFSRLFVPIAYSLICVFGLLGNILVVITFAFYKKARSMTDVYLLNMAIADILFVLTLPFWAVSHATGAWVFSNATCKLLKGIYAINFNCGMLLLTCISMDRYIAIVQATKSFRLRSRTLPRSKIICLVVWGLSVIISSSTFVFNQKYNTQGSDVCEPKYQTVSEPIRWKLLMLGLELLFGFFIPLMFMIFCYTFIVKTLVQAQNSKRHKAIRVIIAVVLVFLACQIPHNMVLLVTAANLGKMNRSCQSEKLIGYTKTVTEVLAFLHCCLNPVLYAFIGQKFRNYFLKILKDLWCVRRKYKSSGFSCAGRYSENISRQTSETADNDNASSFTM
ATG4B inh – inhibitors of human ATG4B cysteine protease. AID 504462. inhibition, % at 8.33 µM. hit rate 0.51% among 340,000. ATG4B cleavage of LC3-PLA2, NBD-HPC fluorescence, 1 h. Q9Y4P1; in the data active = inhibition above about 40%
The depositor's hits bear a star; · = no result given.

SMILES	APJ ag	UBC13 polyUb	EBI2 block	CXCR6 block	Gli-Sufu block	APJ antagonist	CCR6 antagonist	ATG4B inh
COc1cccc(C(=O)Nc2nnc(S(=O)(=O)N(C)Cc3ccc(F)cc3)s2)c1	0	8	-2	2	0	17	2	13
O=C(OC(C(=O)NC1CCCCC1)c1ccc(C(F)(F)F)cc1)c1ccco1 (centres undefined)	-7	-17	3	1	3	5	0	-11
COc1ccccc1N(C)S(=O)(=O)c1ccc(Cl)c(C(=O)NC2=NCCS2)c1	-3	0	-11	1	3	12	7	0
COc1ccc(Cn2c(-c3ccco3)nc3c(c(=O)c4ccccc4n3C)c2=O)cc1	2	10	2	22	1	3	22	3
Cc1n[nH]c(=O)c2c(NC(=O)CSc3ccccc3F)oc(C)c12	-10	-5	2	5	0	0	13	-3
COCCNC(=O)c1ccc(N2CC3CC(C2)c2cccc(=O)n2C3)c(NC(=O)c2cc(OC)cc(OC)c2)c1 (centres undefined)	1	-10	-5	-8	9	6	-4	1
CC(C)c1nnc(SCC(=O)NCCC2=CCCCC2)n1N	-5	3	7	-4	2	21	-21	-12
CCOc1ccc(-c2nnc(SCc3nc4ccccc4[nH]3)n2N)cc1	-3	1	3	-9	13	-8	4	-3
COCCNC(=O)NC(=O)COC(=O)Cc1ccc2c(c1)OCCO2	-1	8	-1	-1	1	14	8	14
O=C(NCCc1ccco1)c1nn(Cc2ccccc2)c(=O)c2ccccc12	0	12	9	10	2	14	20	6
Cc1cccn2c(=O)c3cc(C(=O)NC4CCCC4)c(=N)n(CC4CCCO4)c3nc12 (centres undefined)	-4	8	10	15	-17	5	13	-2
COc1ccc(C(=O)OCC(O)COC(=O)c2ccc(OC)cc2)cc1	6	3	-4	-21	5	-9	10	-6
CC(c1ccccc1)n1c(CO)nc2ccccc21 (centres undefined)	-3	0	-1	-3	3	18	6	-12
O=c1c2ccccc2c2c(O)nc(-c3ccccc3)n2n1Cc1ccccc1	-3	2	-12	-1	3	26	4	1
O=C(NCc1ccc2c(c1)OCO2)Nc1ccc2nsnc2c1	0	8	3	-3	-2	-5	20	-1
Cc1c(Cl)c([N+](=O)[O-])nn1CC(=O)Nc1c(C)n(C)n(-c2ccccc2)c1=O	-1	-4	-10	7	-5	0	-17	-6
CCOC(=O)Cn1c(=NC(=O)CN2C(=O)CCC2=O)sc2cc(S(N)(=O)=O)ccc21	0	-1	-5	-4	-6	10	16	2
O=C(NCCNS(=O)(=O)c1ccccc1Cl)c1cc(OCC(F)(F)F)ccc1OCC(F)(F)F	3	14	14	4	2	-7	16	-5
Cc1nn(-c2ccccc2)c2c1C(c1ccc([N+](=O)[O-])cc1)N1C(=N2)C(=O)Nc2ccccc21 (centres undefined)	1	-37	-13	4	3	-15	14	5
CCC(CC)c1nnc(NC(=O)CC(C)c2ccccc2)s1 (centres undefined)	1	9	-12	-9	4	-7	3	0
COc1ccc(CN2CCNC(=O)C2CC(=O)N(C)CCC2CCOCC2)c(OC)c1 (centres undefined)	-2	0	-5	-5	2	-6	-7	2
COc1ccc(NC(=O)CSc2ccc(-c3cccs3)nn2)c(OC)c1	4	-4	-10	-8	-4	-18	2	-11
Cc1ccc(-c2nc(CS(=O)(=O)CC(=O)Nc3cc(F)ccc3F)c(C)o2)cc1	2	0	1	6	1	-9	2	-27
CCCC(=O)NC(=S)Nc1ccc(S(=O)(=O)N2CCc3ccccc32)cc1	-2	-12	30	28	3	-3	27	-1
CC(=O)N1CCN(CC(=O)Nc2cc(S(=O)(=O)N3CCOCC3)ccc2C)CC1	-2	15	-9	-4	·	-10	-10	6
COC(=O)c1cccc(NC(=S)NCCC2=CCCCC2)c1	-4	0	8	0	-2	-8	22	-4
CC(C)OCCCNC(=O)c1ccc(NC(=O)C2=CSCCO2)cc1	-9	2	-16	2	-10	-13	8	9
O=C(Nc1ccccc1C(=O)N1CCOCC1)c1ccc(Cl)cc1	-3	6	-14	6	-17	-3	6	-4
COc1ccc(CCNC(=O)CSc2nnc(CNC(=O)c3ccccc3F)o2)cc1OC	-1	2	2	-2	3	4	-11	-13
Cc1cc(=O)oc2cc(NC(=O)c3ccccc3Cl)ccc12	-1	1	0	6	-45	0	10	7
CCOc1ccc(N(C(=O)c2snc(C(N)=O)c2N)C(C(=O)NCC2CCCO2)c2c[nH]c3ccccc23)cc1 (centres undefined)	2	89*	-7	-1	10	16	-11	6
O=C(NCc1ccccn1)C1CCC(CNS(=O)(=O)c2cccc3nsnc23)CC1 (centres undefined)	-3	-9	-3	-4	14	13	3	-3
O=C(O)c1ccc(COc2ccc([N+](=O)[O-])cc2)o1	2	-6	-1	-3	-19	7	11	2
COc1cc(OC)c(NC(=O)c2ccc3c(SCC(=O)O)c4c(nc3c2)CCCC4)cc1Cl	-2	-4	-17	-3	10	8	1	-6
Cc1ccsc1C(=O)Nc1cccc(-n2cnnn2)c1	4	-3	-3	5	-19	2	9	0
CCOc1ccc(Nc2cc3n(c(=O)n2)CCc2cc(OC)c(OC)cc2-3)cc1	4	-9	-9	-7	26	-11	-9	-8
COc1ccc(/C=C(\NC(=O)c2ccco2)C(=O)NCc2ccco2)cc1	0	-3	-5	3	-13	5	11	0
COc1ccccc1NC(=O)COC(=O)COc1ccccc1F	-1	6	3	-12	-9	6	6	-4
Cc1ccc(/C=N/NC(=O)c2ccc(C(=O)N/N=C/c3ccc(C)s3)o2)s1	4	1	3	2	-7	-13	9	-4
Cc1nn(CC(=O)Nc2ccc(Cl)cc2Cl)c(=O)c2ccccc12	-1	-5	-2	6	-7	-5	6	0
CCOC(=O)C1CCN(c2c(NCc3ccc(N(C)C)cc3)c(=O)c2=O)CC1	-2	4	7	-3	3	-11	3	1
COc1ccc(C)cc1NC(=O)CN1C(=O)COc2ccc(C)cc21	-2	9	-5	-10	-4	14	20	-2
O=[N+]([O-])c1cccc(N=Nc2ccc(O)cc2O)c1	·	·	-3	23	-11	·	37	0
O=C(NNC(=S)NC(=O)c1ccc(Br)cc1)c1cccc([N+](=O)[O-])c1	-7	-13	-4	-12	-4	17	13	4
Cc1ccccc1N1C(=O)c2ccccc2N2C(=O)c3ccccc3C12 (centres undefined)	-4	3	14	5	14	15	-1	37
O=C(COC(=O)CCc1nc2ccccc2s1)NC(=O)NCc1ccco1	-4	14	-4	1	-4	-26	1	-7
COc1ccc(OCC(=O)NN2Cc3ccccc3C2=N)cc1	2	-1	10	5	3	2	-17	-4
O=C(NCc1ccco1)Nc1cccc2ccccc12	·	·	5	-3	7	·	0	-3
Fc1ccc(Oc2cnc3ccccc3n2)cc1	-2	-1	0	-2	-7	4	12	-8
O=C(NCCCSc1ccccc1)c1cc(Br)ccc1O	4	-1	-9	-4	-2	-16	8	-3
Clc1ccc(-c2nc3ccccn3c2CN2CCCCC2)cc1	-3	11	10	4	-3	11	24	-3
CCNC(=O)CC1C(=O)N(c2ccccc2)C(=O)N1Cc1ccc(OC)cc1 (centres undefined)	-3	0	-9	6	-15	-21	-9	9
Cc1cccc2cc(CN(Cc3ccco3)C(=O)NC3CCCCC3)c(=O)[nH]c12	0	-16	8	6	6	11	11	0
CNC(=O)c1cc(S(=O)(=O)NC2CCCCCC2)ccc1C	-1	-3	-14	-3	6	10	5	-8
CCCCN(C(=O)NC(=O)Nc1c(C)cc(C)cc1C)S(C)(=O)=O	-1	4	-15	-8	-6	12	6	9
COc1ccc(/C=N/NC(=O)c2csc(-n3nc(C)cc3C(F)(F)F)n2)cc1	-3	4	11	2	-8	-13	6	-5
CSCC[C@H](NC(=O)OC(C)(C)C)C(=O)N/N=C/c1c(C)[nH]c(=O)[nH]c1=O	-4	11	-1	-3	-11	-1	-2	-9
COC(=O)C[C@H](NC(=O)Cn1cnc2c(NCc3ccccc3)ncnc21)C(=O)OC	·	·	-4	-1	-3	·	14	0
COc1ccc(N2CCCn3c2nc2c3c(=O)n(CCc3ccccc3)c(=O)n2C)cc1	2	12	9	10	-2	5	6	5
CCOC(=O)c1c(NC(=O)CSc2nc3c(c(=O)n(C)c(=O)n3C)n2C(C)C)sc(C)c1C	3	-15	3	6	4	14	10	-13

The last 2 compounds of the part above open the next one:
SMILES	APJ ag	UBC13 polyUb	EBI2 block	CXCR6 block	Gli-Sufu block	APJ antagonist	CCR6 antagonist	ATG4B inh
COc1ccc(N2CCCn3c2nc2c3c(=O)n(CCc3ccccc3)c(=O)n2C)cc1	2	12	9	10	-2	5	6	5
CCOC(=O)c1c(NC(=O)CSc2nc3c(c(=O)n(C)c(=O)n3C)n2C(C)C)sc(C)c1C	3	-15	3	6	4	14	10	-13
O=C(Nc1cccnc1)c1ccc(F)c(S(=O)(=O)N2CCOCC2)c1	-4	0	1	-3	18	9	8	-5
CCc1ccc(-n2c(C)cc(/C=N/NC(=O)c3ccncc3)c2C)cc1	-2	-7	1	-2	28	-9	22	-9
Cc1ccc(C)c(OCC(=O)Nc2ccc(N3CCOCC3)cc2)c1	-1	1	0	2	-19	-2	0	-6
O=C1/C(=C/c2ccccn2)SC(=S)N1Cc1ccccc1	0	-2	8	-3	0	-15	-15	-5
CSc1nc(Cl)cc(=O)[nH]1	1	1	-18	2	33	-13	1	10
CCc1nc2nc(C)c(NS(=O)(=O)c3ccc(Cl)cc3)c(=O)n2[nH]1	-1	-4	-7	0	-2	-4	8	1
COC(=O)c1sc(N2C(=O)c3oc4ccccc4c(=O)c3C2c2cccc(O)c2)nc1C (centres undefined)	1	-13	16	11	6	-7	8	3
CCOC(=O)c1c(-c2ccccc2)oc2ccc(OCC(O)CN(C)C)cc12 (centres undefined)	-1	47*	-1	16	1	-9	28	0
C(=NN1CCCCCC1)c1ccc2ccccc2n1	·	·	11	5	68*	·	12	20
CC(=O)Nc1cccc(Oc2nc(-c3ccccn3)nc3ccccc23)c1	0	-10	-6	7	-3	5	4	-7
COc1cc(C)c(S(=O)(=O)N2CCOCC2)cc1C(C)C	1	4	-8	-5	9	-4	4	-8
CSc1cccc(NC(=O)C2CCN(S(C)(=O)=O)CC2)c1	4	3	-7	-2	-3	-3	0	-14
CC(C)C(NC(=O)c1c(F)cccc1F)C(=O)NCCc1ccc(S(N)(=O)=O)cc1 (centres undefined)	1	0	2	-4	-21	13	10	2
CCOC(=O)C1CCN(Cc2coc3c(Cl)cc(Cl)cc3c2=O)CC1	-1	-4	-2	0	2	8	23	7
O=C(NC(=S)Nc1ccc(N2CCOCC2)c(Cl)c1)C(c1ccccc1)c1ccccc1	-6	3	22	0	2	-1	17	-13
CCN(CC)S(=O)(=O)c1ccc(NC(=O)COc2c(OC)cccc2OC)cc1	1	5	13	1	-1	-6	-4	-13
COC(=O)Cn1cnc(=O)c(C#N)c1/C=C/N(C)C	·	·	-7	7	-3	·	1	-7
CCN(CC)S(=O)(=O)c1ccc(N2CCOCC2)c(NC(=O)c2nn(C)c(=O)c3ccccc23)c1	·	·	-10	5	3	·	1	7
CCCCC(=O)Nc1ccc(C(=O)NCC(=O)OC)cc1	-3	13	2	-1	-13	-14	-5	-2
c1c[nH]c(CN2CCN(Cc3ncc[nH]3)CC2)n1	·	·	10	-3	-14	·	-19	3
COc1ccccc1NC(=O)CN1C(=O)CSC(C)C1=O (centres undefined)	-1	2	-1	8	-4	5	13	-6

A few values from the list:
Entry of `O=C1/C(=C/c2ccccn2)SC(=S)N1Cc1ccccc1` under APJ antagonist: -15
Entry of `CCN(CC)S(=O)(=O)c1ccc(NC(=O)COc2c(OC)cccc2OC)cc1` under APJ antagonist: -6
Entry of `CCOC(=O)c1c(-c2ccccc2)oc2ccc(OCC(O)CN(C)C)cc12` (centres undefined) under CXCR6 block: 16
Entry of `CCc1nc2nc(C)c(NS(=O)(=O)c3ccc(Cl)cc3)c(=O)n2[nH]1` under APJ antagonist: -4
Entry of `COc1cc(C)c(S(=O)(=O)N2CCOCC2)cc1C(C)C` under EBI2 block: -8

Compounds as they come; any-hit rate near 3%.
